# Compound activity as filed in PubChem BioAssay.
# EBI2 antag: EBI2 (human) antagonism; EBI2 beta-arrestin recruitment, luminescence, 7a,25-OHC stimulated; inhibition, % at 5 µM; AID 651636; 0.81% of 360,000 active; P32249; in the data active means inhibition above about 38%;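 further: enzyme fragment complementation signal reports receptor beta-arrestin coupling in cells; 0% = agonist plus DMSO wells and 100% = wells without agonist; some results beyond the cut were filed as inactive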
# Target sequence (P32249 whole entry, looked up, the tested form may be a part): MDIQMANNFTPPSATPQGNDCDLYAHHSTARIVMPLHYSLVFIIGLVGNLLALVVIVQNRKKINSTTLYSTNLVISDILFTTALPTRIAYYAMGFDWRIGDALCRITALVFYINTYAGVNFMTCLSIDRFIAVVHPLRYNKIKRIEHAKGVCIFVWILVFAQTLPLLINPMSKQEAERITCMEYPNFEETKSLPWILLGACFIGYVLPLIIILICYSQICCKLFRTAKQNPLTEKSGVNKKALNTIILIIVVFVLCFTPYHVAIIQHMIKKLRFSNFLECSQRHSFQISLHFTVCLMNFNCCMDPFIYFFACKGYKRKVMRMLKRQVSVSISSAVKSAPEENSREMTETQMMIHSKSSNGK
# * = called active by the depositor.
SMILES,EBI2 antag
CCOC(=O)C1=CCC(c2ccc(N(CC)CC)cc2)N(S(=O)(=O)c2ccc(C)cc2)C1c1ccc([N+](=O)[O-])cc1 (stereo not given),8
COC(=O)[C@@]12C[C@@H](CC(=O)NCc3ccc(C)o3)C(=O)N(Cc3cccc4ccccc34)C1=CCC(C)(C)C2,6
O=C(C(=O)N1CCN(c2ccccc2)CC1)c1cccc(Br)c1,0
COCCNC(=O)C1C(=O)Nc2ccccc2C(=O)N1c1ccc2c(c1)OCCO2 (stereo not given),-2
COC(=O)[C@]12CCCCC=C1N(Cc1ccc3c(c1)OCO3)C(=O)[C@H](CC(=O)NCC1CCCCC1)C2,8
COC(=O)[C@]12CCCCC=C1N(Cc1ccc3c(c1)OCO3)C(=O)[C@H](CC(=O)NCc1ccc(OC)c(OC)c1)C2,9
O=C(C[C@H]1CC[C@@H]2[C@H](COC[C@@H](O)CN2C(=O)C2CC2)O1)NCc1ccccc1Cl,-5
CCOC(=O)[C@]12CCCC=C1N(CCC1=CCCCC1)C(=O)[C@H](CC(=O)NCC1CCCCC1)C2,16
CCCCNC(=O)C1C(c2ccccc2)=Nc2ccccc2N1C(=O)c1ccc(C(F)(F)F)cc1 (stereo not given),1
O=C(C[C@H]1CC[C@@H](NS(=O)(=O)c2ccccc2)[C@@H](CO)O1)NCc1ccc(Cl)c(Cl)c1,-2
O=C(C[C@H]1CC[C@@H]2[C@H](COC[C@H](O)CN2Cc2nccs2)O1)NCc1ccccc1Cl,-7
CCC(CC)C(C(=O)NCc1ccccc1)N1CCN(C(=O)C2CCCO2)CC1 (stereo not given),-2

# Laid out differently: entries from further up.
SMILES	EBI2 antag
CCCCNC(=O)C1C(c2ccccc2)=Nc2ccccc2N1C(=O)c1ccc(C(F)(F)F)cc1 (stereo not given)	1
O=C(C[C@H]1CC[C@@H](NS(=O)(=O)c2ccccc2)[C@@H](CO)O1)NCc1ccc(Cl)c(Cl)c1	-2
O=C(C[C@H]1CC[C@@H]2[C@H](COC[C@H](O)CN2Cc2nccs2)O1)NCc1ccccc1Cl	-7

# Other compounds.
SMILES,EBI2 antag
COC(=O)c1cn(CC(C)n2c(=O)c3ccccc3n2Cc2cc(C(C)C)no2)nn1 (stereo not given),-8
CCCCNC(=O)C[C@@H]1C[C@@]2(C(=O)OC)CC(C)(C)CC=C2N(Cc2ccccc2)C1=O,-2
COC(=O)/C=C1\OCc2cc(OC)c(OCc3ccccc3)cc21,22
COC1=CC(=O)OC(c2cccc(C#N)c2)C1 (stereo not given),-17
O=C(C(O)c1ccccc1)N1CCN(S(=O)(=O)c2ccc(OC(F)(F)F)cc2)CC1 (stereo not given),-8
C#CCNC(=O)C[C@@H]1C[C@@]2(C(=O)OC)CCCCC=C2N(Cc2ccc3c(c2)OCO3)C1=O,3
Cc1ccc(S(=O)(=O)N2[C@@H](Cc3ccccc3)CO[C@H]2CC(=O)OCc2ccccc2)cc1,23
Cc1ccc(S(=O)(=O)N2[C@H](CC(=O)c3ccc(Cl)c(Cl)c3)OC[C@@H]2C)cc1,11
COc1ccc(C(C(=O)NC2CCCC2)n2c(-c3cccs3)nc3ccccc32)cc1 (stereo not given),-1
O=C1C=C(OCCF)CC(c2ccccc2C(F)(F)F)O1 (stereo not given),2
COC(=O)[C@@]12C[C@@H](CC(=O)N3CCN(C(=O)c4ccco4)CC3)C(=O)N(CCc3ccc(OC)c(OC)c3)C1=CCC(C)(C)C2,1
Nc1nc2ccccc2cc1C(=O)NCc1ccc(-c2ccccc2)cc1,-16

# Reprinted from the part before: 2 entries; new compounds follow.
SMILES,EBI2 antag
COC(=O)[C@@]12C[C@@H](CC(=O)N3CCN(C(=O)c4ccco4)CC3)C(=O)N(CCc3ccc(OC)c(OC)c3)C1=CCC(C)(C)C2,1
Nc1nc2ccccc2cc1C(=O)NCc1ccc(-c2ccccc2)cc1,-16
O=C1Nc2ccccc2C(=O)N(c2ccc3c(c2)OCCO3)C1C(=O)NC1CC1 (stereo not given),-9
CCC(C)CN1C(=O)CN(S(C)(=O)=O)CC1(C)C(=O)Nc1ccc2c(c1)OCCO2 (stereo not given),-4
Cc1ccc(Cc2nc3ccccc3n2C(CCc2ccccc2)c2nc3ccccc3[nH]2)cc1 (stereo not given),6
Cc1cnc(-c2nc3ccccc3n2C(C)C(=O)Nc2c(C)cccc2C)cn1 (stereo not given),-1
COC(=O)C[C@@H]1CC[C@@H](NS(=O)(=O)c2ccccc2OC)[C@@H](CO)O1,-5
COC(=O)[C@@]12C[C@@H](CC(=O)NCc3cccs3)C(=O)N(Cc3ccc4c(c3)OCO4)C1=CCC(C)(C)C2,12
COC(=O)C[C@@H]1CC[C@@H](NC(C)=O)[C@@H](CO)O1,-1
O=C(NCC[C@@H]1CC[C@@H](NS(=O)(=O)Cc2ccccc2)[C@@H](CO)O1)C1CC1,1
CCc1c(-c2ccccc2OC)ncn1Cc1cccc(-c2ccccc2)c1,-2
Cc1ccc(C)c(C(Nc2ccccc2)c2ccc3ccc(C)nc3c2O)c1 (stereo not given),-3
COc1ccccc1CNC(=O)C[C@H]1CC[C@@H]2[C@H](COC[C@H](O)CN2Cc2ccc3c(c2)OCO3)O1,-5
O=C(NCc1ccccc1)C(c1ccc(-c2ccccc2)cc1)N1CCN(CCN2CCOCC2)CC1 (stereo not given),-3
COC(=O)[C@]12CCCCC=C1N(CCc1ccc(OC)c(OC)c1)C(=O)[C@H](CC(=O)NCc1cccc3ccccc13)C2,19
O=C(C[C@@H]1CC[C@@H]2[C@H](COC[C@H](O)CN2S(=O)(=O)c2ccccc2)O1)Nc1ccccc1,-4
COC(=O)C1=CN(c2ccc(OC)cc2OC)C(N)=C(C#N)C1c1ccccc1F (stereo not given),7
COC(=O)[C@H](NC(=O)c1cc([C@@H](NC(=O)OC(C)(C)C)C(C)C)sc1N)C(C)C,3
COc1cccc(C(=O)NCCNc2nc3cc(C)cc(C)c3cc2C#N)c1,1
O=C(NC1CCCCC1)C(c1ccnc2ccccc12)n1c(=O)c(-c2ccco2)nc2ccccc21 (stereo not given),4
CCC(c1nc2ccccc2[nH]1)n1c(=O)c(-c2ccco2)nc2ccccc21 (stereo not given),6
COC(=O)C1=CN(c2ccc(OC)cc2)C(N)=C(C#N)C1c1ccccc1F (stereo not given),-1
COC(=O)[C@@]12C[C@@H](CC(=O)NCc3cccc(C(F)(F)F)c3)C(=O)N(Cc3cccc4ccccc34)C1=CCC(C)(C)C2,20
Cc1ccc(OCc2nc3ccccc3n2C(C(=O)NC(C)(C)C)c2ccncc2)cc1 (stereo not given),0
CC(C)(C)C(C(=O)NC1CCCC1)N1CCN(c2ncccc2C#N)CC1 (stereo not given),0
C#CCN1CCc2onc(-c3ccc(Br)cc3)c2C1=O,4

# Gathered by group: the compounds so far containing four or more nitrogen atoms.
SMILES,EBI2 antag
COC(=O)c1cn(CC(C)n2c(=O)c3ccccc3n2Cc2cc(C(C)C)no2)nn1 (stereo not given),-8
Cc1ccc(Cc2nc3ccccc3n2C(CCc2ccccc2)c2nc3ccccc3[nH]2)cc1 (stereo not given),6
Cc1cnc(-c2nc3ccccc3n2C(C)C(=O)Nc2c(C)cccc2C)cn1 (stereo not given),-1
O=C(NCc1ccccc1)C(c1ccc(-c2ccccc2)cc1)N1CCN(CCN2CCOCC2)CC1 (stereo not given),-3
COc1cccc(C(=O)NCCNc2nc3cc(C)cc(C)c3cc2C#N)c1,1
O=C(NC1CCCCC1)C(c1ccnc2ccccc12)n1c(=O)c(-c2ccco2)nc2ccccc21 (stereo not given),4
CCC(c1nc2ccccc2[nH]1)n1c(=O)c(-c2ccco2)nc2ccccc21 (stereo not given),6
Cc1ccc(OCc2nc3ccccc3n2C(C(=O)NC(C)(C)C)c2ccncc2)cc1 (stereo not given),0
CC(C)(C)C(C(=O)NC1CCCC1)N1CCN(c2ncccc2C#N)CC1 (stereo not given),0

# (cont.)
SMILES,EBI2 antag
CC(C)(C)C(c1nc2ccccc2[nH]1)n1c(-c2cc(Cl)cc(Cl)c2)nc2ccccc21 (stereo not given),-34
C=CCNC(=O)c1cc(-c2ccccc2)sc1N,-3
Cc1ccc2ccc(C(Nc3ccccc3)c3ccc(Cl)cc3)c(O)c2n1 (stereo not given),-5
COc1ccc(CN2C(=O)CSCC2(C)C(=O)Nc2c(C)cccc2C)cc1OC (stereo not given),1
CC(=O)N1c2ccccc2N=C(c2ccc3c(c2)OCO3)C1C(=O)NCc1ccccc1 (stereo not given),8
COC(=O)[C@]12CCCCC=C1N(Cc1ccc3c(c1)OCO3)C(=O)[C@H](CC(=O)NCc1cccc(C(F)(F)F)c1)C2,13
CCOC1=C2CN(S(=O)(=O)c3ccc(C)cc3)C(c3ccccc3)CC2N(S(=O)(=O)c2ccccc2Cl)C(c2ccccc2)C1 (stereo not given),3
CCOC(=O)[C@]12CCCC=C1N(CCc1ccc(OC)c(OC)c1)C(=O)[C@H](CC(=O)N1CCN(C(=O)C3CC3)CC1)C2,0
CCC(CC)C(C(=O)NCc1ccccc1)N1CCN(CCN2CCOCC2)CC1 (stereo not given),0
CS(=O)(=O)c1ccc(S(=O)(=O)N2CCN(C(=O)C(O)c3ccccc3)CC2)cc1 (stereo not given),-5
CC(C)NC(=O)C1C(c2ccccc2)=Nc2ccccc2N1C(=O)c1cc(Cl)cc(Cl)c1 (stereo not given),-3
Cc1cccc(C)c1NC(=O)C(c1ccc(C(F)(F)F)cc1)n1c(=O)c(-c2ccccc2)nc2ccccc21 (stereo not given),8
CC(C)NC(=O)C1(C)CN(S(C)(=O)=O)CC(=O)N1C1CCN(Cc2ccccc2)CC1 (stereo not given),6
COc1ccc(CCC(=O)N2c3ccccc3N=C(c3ccc4c(c3)OCO4)C2C(=O)NCc2ccccc2)cc1 (stereo not given),12
Cc1cc(C)c2cc(C#N)c(NCCNC(=O)c3ccccc3)nc2c1,-4
O=C(Nc1ccc(F)cc1)C(c1ccnc2ccccc12)N1CCN(CC(=O)N2CCCC2)CC1 (stereo not given),-4
CC(C)CN1C(=O)CN(S(C)(=O)=O)CC1(C)C(=O)NCc1ccccc1 (stereo not given),-2
C=CCOC(=O)Nc1nc(CCNC(=O)OC(C)(C)C)c(C(=O)O)s1,-12
COC(=O)C[C@@H]1CC[C@@H](NS(=O)(=O)c2cccc(OC)c2)[C@@H](CO)O1,-9
CC(C)N1C(=O)c2ccccc2NC(=O)C1C(=O)NCc1cccs1 (stereo not given),-2
COC1=CC(=O)OC(c2ccccc2)C1 (stereo not given),-2
COC(=O)C[C@@H]1OC[C@H](C(C)C)N1S(=O)(=O)c1ccc(C)cc1,2
O=C(NCCc1ccccc1)C1C(=O)Nc2ccccc2C(=O)N1C1CCCCC1 (stereo not given),-10
Cc1cccc(C)c1NC(=O)C(c1ccc(C#N)cc1)n1c(=O)c(-c2ccco2)nc2ccccc21 (stereo not given),7
O=C(NCC(F)(F)F)C1C(=O)Nc2ccccc2C(=O)N1Cc1ccccc1 (stereo not given),-10
O=C(NCCc1ccccc1F)C1C(=O)Nc2ccccc2C(=O)N1C1CCCCC1 (stereo not given),1
COC(=O)[C@@H]1ON2OCC(C)=C3CCCC[C@@]32[C@H]1C(=O)OC,-8
CCCCCCCCN1C(=O)[C@H](CC(=O)NCCC(C)C)C[C@@]2(C(=O)OC)CC(C)(C)CC=C12,7
COC(=O)C[C@H]1C=C[C@H](NC(=O)C2CCOCC2)[C@@H](CO)O1,-1
O=C(/C=C1\OCc2cc(OCc3ccccc3)ccc21)OCc1ccccc1,46*
CC(C)(C)NC(=O)C(c1ccc(-c2ccccc2)cc1)n1c(=O)c(-c2ccccc2)nc2ccccc21 (stereo not given),16
Cc1ccc(S(=O)(=O)N2CC3C(=O)CC(c4ccccc4)N(S(=O)(=O)c4ccc(C)cc4)C3CC2c2cccc(Cl)c2)cc1 (stereo not given),18
COC(=O)[C@@]12C[C@@H](CC(=O)N3CCCC3)C(=O)N(Cc3ccccc3)C1=CCC(C)(C)C2,1
CCC(c1nc2ccccc2[nH]1)n1c(-c2ccnc(Cl)c2)nc2ccccc21 (stereo not given),-10
O=C(Nc1ccc(F)cc1)C(c1cccc(F)c1)N1CCN(c2cccc(C(F)(F)F)n2)CC1 (stereo not given),15
CC(C)CN1C(=O)CN(S(C)(=O)=O)CC1(C)C(=O)Nc1ccc2c(c1)OCCO2 (stereo not given),0
COC1=CC(=O)OC(c2cccc(C(F)(F)F)c2)C1 (stereo not given),9
COC(=O)C[C@H]1CC[C@H](NC(=O)Nc2ccccc2OC)[C@@H](CO)O1,4
CCCCCn1nnnc1C1(C)CCC(=O)N1Cc1ccco1 (stereo not given),-10
O=C(NC1CCCC1)C(c1ccccc1)n1c(Cc2cc(F)cc(F)c2)nc2ccccc21 (stereo not given),7
COc1ccc(C(C(=O)Nc2c(C)cccc2C)n2c(=O)c(-c3ccco3)nc3ccccc32)cc1 (stereo not given),6
CCc1ccccc1CC1CN(Cc2ccccc2)Cc2ccccc2N1c1ccc(OC)cc1 (stereo not given),7
CCCCNC(=O)C1C(c2ccc(C(F)(F)F)cc2)=Nc2ccccc2N1C(=O)c1cccc2ccccc12 (stereo not given),5
CCCCNC(=O)C1C(c2ccc(C(F)(F)F)cc2)=Nc2ccccc2N1C(C)=O (stereo not given),12
CC1(C(=O)NCc2ccccc2)CSCC(=O)N1CC(F)(F)F (stereo not given),-3
O=C(NC1CCCC1)N[C@@H]1C=C[C@@H](CC(=O)N2CCOCC2)O[C@@H]1CO,0
O=C(Nc1ccc(Cl)cc1)N[C@H]1CC[C@H](CCn2cc(-c3ccccc3F)nn2)O[C@@H]1CO,-12
O=C1Nc2ccccc2-n2nnnc2C1N1CCN(c2ccc(F)cc2)CC1 (stereo not given),3
CC1(C(=O)Nc2ccc3c(c2)OCCO3)CN(S(C)(=O)=O)CC(=O)N1Cc1cccc(C(F)(F)F)c1 (stereo not given),3

# Only part of the results is shown; the hit share may differ from the screen's.
